KB-3-1 cytotox – KB-3-1 parental cell cytotoxicity. AID 1347075. Potency, µM (doses to about 46.1 µM), for the others: at the highest dose activity change, negative = cytotoxic, actives largely listed as cytotoxic. KB-3-1 viability, CellTiter-Glo ATP luminescence, 72 h. 1.4% of 400,000 active; further: potency means the concentration at half of the fitted maximal effect; on the % scale 0 is the no-effect control and ±100 the full control effect; nearly all actives have a fitted effect of over 60% in size
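Screening of KB-3-1 cells (DMEM, 10% FBS, phenol-red free) ran from lowest to highest compound concentration; after 72 h at 37 °C viability was read luminescently and curves fitted.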
IL1B secr inh – inhibitors of inflammasome signaling (IL-1 beta secretion); THP-1 LPS/ATP IL-1B secretion, AlphaLISA, 16 h; hits give low values; activity change, % at 57.5 µM; 4.7% of 360,000 active; AID 743279; in the data active means activity change below about -50%; inconclusive means mostly about -30% to -49%; further: on the % scale 0 is the no-effect control and ±100 the full control effect
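Secreted IL-1B measured by AlphaLISA bead assay after 16 h compound exposure of THP-1 cells; compounds (final up to 57.5 uM) added 1 h before LPS (250 ng/mL) and ATP (1.25 mM) stimulation; lower signal means less secretion.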
MCF10A rereplic – DNA re-replication induction in MCF 10a cells; Potency, µM (titrated, usually from 46.1 µM), for the others: at the top dose activity, positive = re-replication, usual class: activators; MCF 10A DNA re-replication, Hoechst nuclear intensity, 48 h; AID 624296; 2.9% of 350,000 active; further: potency means the concentration at half of the fitted maximal effect; % of control where 0% means no effect; nearly all actives have a fitted effect of over 50% in size
ATXN2 expr inh – reduces ATXN2 reporter expression in HEK-293 cells; AID 1745845; 0.72% of 360,000 active; Potency, µM (top dose mostly 57 µM), for inactives: top-dose activity change, negative = inhibition, most hits filed as inhibitors; HEK-293 ATXN2-luciferase reporter, luminescence, 24 h; further: potency means the concentration at half of the fitted maximal effect; on the % scale 0 is the no-effect control and ±100 the full control effect; nearly all actives have a fitted effect of over 55% in size
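qHTS (up to 57 uM final) was run with 24 h compound exposure of reporter cells at 37 °C. Each well was multiplexed: SteadyGlo luminescence measured ATXN2-luciferase expression after a fluorogenic Gly-Phe-AFC viability readout (25 uM final).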
WRN helicase inh – inhibitors of human WRN helicase; Q14191; WRN helicase unwinding, fluorescent forked duplex, kinetic; Potency, µM (highest dose often 114 µM), without a hit: at the highest dose activity change, negative = inhibition, most hits filed as inhibitors; 0.46% of 360,000 active; AID 651768; further: potency means the concentration at half of the fitted maximal effect; on the % scale 0 is the no-effect control and ±100 the full control effect; nearly all actives have a fitted effect of over 55% in size
Target sequence (Q14191 whole entry, looked up): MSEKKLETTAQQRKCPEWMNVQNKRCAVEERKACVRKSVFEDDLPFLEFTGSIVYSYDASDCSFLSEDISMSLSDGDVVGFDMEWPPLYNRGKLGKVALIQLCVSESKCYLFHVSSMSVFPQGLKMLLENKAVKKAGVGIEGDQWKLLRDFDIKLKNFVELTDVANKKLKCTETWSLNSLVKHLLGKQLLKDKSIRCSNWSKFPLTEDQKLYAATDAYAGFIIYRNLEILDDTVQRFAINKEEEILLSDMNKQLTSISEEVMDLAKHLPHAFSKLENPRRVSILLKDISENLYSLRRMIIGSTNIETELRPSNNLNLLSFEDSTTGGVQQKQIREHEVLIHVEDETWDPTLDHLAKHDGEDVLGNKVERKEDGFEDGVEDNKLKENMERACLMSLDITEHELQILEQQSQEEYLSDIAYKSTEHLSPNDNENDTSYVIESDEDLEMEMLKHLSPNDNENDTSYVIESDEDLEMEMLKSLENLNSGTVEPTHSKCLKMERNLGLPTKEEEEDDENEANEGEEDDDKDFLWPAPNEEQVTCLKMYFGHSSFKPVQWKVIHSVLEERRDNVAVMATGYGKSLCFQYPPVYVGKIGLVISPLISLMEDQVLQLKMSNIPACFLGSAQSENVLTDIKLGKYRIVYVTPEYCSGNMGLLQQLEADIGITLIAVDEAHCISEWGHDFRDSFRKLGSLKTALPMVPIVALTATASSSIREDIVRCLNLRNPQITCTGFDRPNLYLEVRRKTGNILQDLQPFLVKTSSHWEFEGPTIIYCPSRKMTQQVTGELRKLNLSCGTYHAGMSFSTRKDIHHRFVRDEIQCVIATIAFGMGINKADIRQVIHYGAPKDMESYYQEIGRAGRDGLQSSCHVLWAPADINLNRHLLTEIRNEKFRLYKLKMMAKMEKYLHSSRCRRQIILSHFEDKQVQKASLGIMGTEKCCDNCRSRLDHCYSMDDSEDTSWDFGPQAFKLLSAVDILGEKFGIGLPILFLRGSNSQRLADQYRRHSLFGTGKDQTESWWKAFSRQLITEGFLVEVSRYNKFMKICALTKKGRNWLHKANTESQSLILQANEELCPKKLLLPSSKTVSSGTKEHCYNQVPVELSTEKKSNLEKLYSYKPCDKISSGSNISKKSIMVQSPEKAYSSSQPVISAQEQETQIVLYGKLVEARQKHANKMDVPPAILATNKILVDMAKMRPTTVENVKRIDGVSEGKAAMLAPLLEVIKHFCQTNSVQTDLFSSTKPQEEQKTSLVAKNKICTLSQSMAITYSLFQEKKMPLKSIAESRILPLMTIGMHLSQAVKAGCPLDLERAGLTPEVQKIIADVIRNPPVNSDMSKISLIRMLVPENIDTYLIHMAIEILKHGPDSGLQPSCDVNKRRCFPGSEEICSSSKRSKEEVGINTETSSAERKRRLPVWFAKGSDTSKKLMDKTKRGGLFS
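Kinetic red-fluorescence monitoring (525/598 nm) tracks WRN helicase activity after 100 nM fluorophore-quencher forked duplex and 2 mM ATP are added to 20 nM enzyme pretreated 15 min at room temperature with compound.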
KB-V1 MDR tox – kills drug-selected multidrug resistant KB-V1 cells | 3.4% of 400,000 active | KB-V1 MDR cells viability, CellTiter-Glo, 72 h | Potency, µM (highest dose often 46.1 µM), without a hit: top-dose activity change, negative = cytotoxicity, most hits filed as cytotoxic; further: potency means the concentration at half of the fitted maximal effect; on the % scale 0 is the no-effect control and ±100 the full control effect; nearly all actives have a fitted effect of over 60% in size
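Potencies derive from concentration-effect curves fitted to normalized luminescence (CellTiter-Glo) of KB-V1 cells treated for 72 h at 37 degrees C in phenol-red-free DMEM containing 10% FBS.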
HT1080 IDH1KD tx – kills HT-1080 cells with IDH1 knockdown; 2% of 360,000 active; HT-1080 IDH1 knockdown viability, ATP luminescence, 48 h; Potency, µM (doses to about 46.1 µM), for the others: top-dose activity, negative = toxicity, hits mostly cytotoxic; AID 686971;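 further: potency means the concentration at half of the fitted maximal effect; 0% = DMSO wells and -100% = cell-free medium wells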
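HT-1080-IDH1KD cells (IDH1 knocked down), 750/well in RPMI with 5% FBS, treated with compound 48 h at 37 degrees C. Viability by CellTiter-Glo luminescence, normalised to DMSO and no-cell wells; concentration-response curves classed.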
HT1080-NT tox – kills 2HG-producing HT-1080-NT fibrosarcoma cells; HT-1080-NT fibrosarcoma viability, CellTiter-Glo ATP luminescence, 48 h; Potency, µM (highest dose often 46.1 µM), without a hit: at the top dose activity, negative = less viability, actives largely listed as cytotoxic; 1.6% of 360,000 active;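 further: NT is the 2HG producing partner of a matched IDH1 knockdown line; potency means the concentration at half of the fitted maximal effect; 0% = DMSO-treated cells and -100% = media-only wells without cells; nearly all actives have a fitted effect of over 55% in size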
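A 48-hour cytotoxicity screen used HT-1080-NT cells plated 2 hours before compound delivery. ATP-based CellTiter-Glo luminescence measured viability, normalized to DMSO and no-cell controls.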
SW480 rerep – DNA re-replication induction in SW480 cells | Potency, µM (top dose mostly 46.1 µM), inactives show at the highest dose re-replication activation, actives largely listed as activators | AID 624297 | SW480 DNA re-replication, Hoechst DNA content imaging, 48 h | 1.8% of 340,000 active; further: potency means the concentration at half of the fitted maximal effect; % of control where 0% means no effect; nearly all actives have a fitted effect of over 55% in size
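250 cells/well; 23 nL cpd via pin tool; 48 hr, 37 C, 5% CO2; Hoechst 40 min; imager read of total nuclear intensity, ex 405/em 500-530 nm.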
Numbers without * were called inactive; ? = inconclusive; . = no result given; [ ] = dose if it differs, or a comment. Unless noted, the call rests on the fitted dose curve; in most records, active means well fitted curve in the direction sought with a large enough effect; inconclusive means small, poorly fitted or top-dose-only effect, or another doubt; inactive means no such curve, though single readings can be large; an effect the other way counts as inactive or inconclusive. No enrichment for hits; about 12% have a hit in one of these screens.

SMILES | KB-3-1 cytotox | IL1B secr inh | MCF10A rereplic | ATXN2 expr inh | WRN helicase inh | KB-V1 MDR tox | HT1080 IDH1KD tx | HT1080-NT tox | SW480 rerep
Cc1cc2nc(-c3cccnc3SCC(=O)NCc3ccco3)[nH]c2cc1C | -3.5% | 12.1 | 0.8% | 15.2% | -16.9% | -10.5% | 10µM* | 10µM* | -3.4%
COc1ccc(-c2nnc(SCCc3ccccc3)n2N)cc1 | -0.4% | -13.8 | -9.3% | 14.0% | 5.0% | 0.7% | -1.2% | 1.2% | 0.0%
Cc1cccc(Oc2c(C=O)c3ccccc3n2C)c1 | -2.2% | -18.9 | ? | 4.9% | -2.1% | -2.8% | -18.4% | -2.3% | ?
O=C(Nc1nncs1)c1ccc(F)c(S(=O)(=O)N2CCCCC2)c1 | 1.6% | 27.8 | 0.0% | 3.2% | 4.5% | -2.1% | -1.5% | -7.6% | 1.2%
COc1ccc(-n2c(Cc3cc(=O)[nH]c(=O)[nH]3)nnc2SCc2ccccc2)cc1 | -8.4% | -1.2 | -1.5% | -3.4% | 2.1% | -8.3% | -0.7% | 4.4% | -5.0%
COc1ccc(C(=O)C[C@@H]2OC[C@H](Cc3ccccc3)N2S(=O)(=O)c2ccc(C)cc2)cc1OC | 1.2% | -4.6 | . | . | -0.9% | ? | 3.2% | 5.8% | .
COc1ccc(NC(=O)COn2nnc3ccc(Cl)cc32)cc1OC | 3.6% | ? | -2.4% | -7.8% | -9.8% | -15.1% | -0.3% | 14.8% | ?
S=c1[nH]nc(-c2ccn[nH]2)n1-c1ccccc1Cl | 6.5% | 10.5 | -0.7% | 4.2% | -4.7% | ? | 8.2% | 16.7% | -4.6%
Cc1ccc(S(=O)(=O)NC(=NCC(=O)O)c2ccc(F)cc2)cc1 | -13.1% | 6.9 | -6.1% | -4.2% | 0.8% | 5.3% | -3.7% | 12.2% | -3.0%
CC(=O)Nc1cc(-c2ccc(F)cc2)cn2c(-c3ccc(S(C)(=O)=O)cc3)cnc12 | 0.0% | 0.0 | . | -19.8% | -0.9% | -5.4% | -0.4% | -21.5% | .
COCC(=O)NNC(=O)c1ccc(OC)cc1 | 15.9% | 13.9 | -4.9% | -24.5% | 1.1% | -3.2% | 18.4% | 26.8% | -1.7%
COc1ccc(C(CC(=O)N2CCN(C)CC2)NC(=O)C(F)(F)F)cc1 (stereo unspecified) | 5.4% | -0.6 | 13.1% | . | -2.4% | 7.8% | -1.9% | 16.9% | -6.6%
CCCOc1ccc2oc(=O)c3c(c2c1)CCCN3C(=O)CN1CCN(c2ncccn2)CC1 | -3.0% | 5.5 | 4.6% | -3.6% | 5.2% | -19.2% | 18.4% | 12.9% | 3.7%
CN(C)C1(CNC(=O)C2CCN(S(=O)(=O)c3ccccc3C(F)(F)F)CC2)CCCCC1 | 1.0% | -6.7 | 8.7% | 13.1% | -19.1% | -4.1% | 5.1% | -1.3% | 1.5%
Cc1c(Cl)cnc(NC(=O)COC(=O)c2cccs2)c1Cl | 1.1% | 6.7 | -6.2% | -6.8% | 0.2% | 0.0% | 13.6% | -1.7% | -10.9%
O=C(CN1C(=O)NC2(CCc3ccccc32)C1=O)Nc1cccc(F)c1 (stereo unspecified) | -0.3% | -20.1 | ? | -1.4% | 1.3% | 4.2% | -7.3% | -4.8% | -33.8%[inhibitor]
CCCn1c(SCC(=O)Nc2cccc(S(=O)(=O)NC3=NCCCCC3)c2)nc2ccccc2c1=O | ? | -24.3 | 1.2% | -28.5% | -0.2%[57.1 µM] | ? | 0.0% | -3.3% | -0.2%
Cc1ccc(OC(C)C(=O)N2CCc3ccccc32)cc1 (stereo unspecified) | -2.4% | 10.4 | 0.2% | 3.8% | -20.0% | -2.7% | -0.3% | -2.2% | -0.4%
Cc1ccc(/C=N/c2sc3c(c2C(N)=O)CCCC3)o1 | 14.2% | ? | ? | -11.5% | 2.5% | ? | 3.3% | 2.3% | -51.1%[inhibitor]
O=C(c1cc2sccc2n1Cc1ccccc1)N1CCc2ccccc21 | -10.2% | 0.0 | -7.0% | 5.0% | -11.3% | 10.3µM* | ? | -21.9% | -5.4%

3 of the entries above in order of their number in WRN helicase inh, falling:
SMILES | WRN helicase inh
CCCOc1ccc2oc(=O)c3c(c2c1)CCCN3C(=O)CN1CCN(c2ncccn2)CC1 | 5.2%
COc1ccc(C(=O)C[C@@H]2OC[C@H](Cc3ccccc3)N2S(=O)(=O)c2ccc(C)cc2)cc1OC | -0.9%
Cc1cc2nc(-c3cccnc3SCC(=O)NCc3ccco3)[nH]c2cc1C | -16.9%

(more compounds)
SMILES | KB-3-1 cytotox | IL1B secr inh | MCF10A rereplic | ATXN2 expr inh | WRN helicase inh | KB-V1 MDR tox | HT1080 IDH1KD tx | HT1080-NT tox | SW480 rerep
Cc1ccc(/C=C/C(=O)N2CC(=O)Nc3ccccc32)o1 | 15.9% | 23.7 | -36.9%[inhibitor] | 1.1% | -1.2% | -0.4% | -1.0% | -0.3% | -16.4%
O=C(NC12CCC(O)C(SC1)/C2=N/O)c1ccccc1 (stereo unspecified) | 4.9% | -6.1 | -1.1% | 0.4% | 4.1% | 18.5% | -2.2% | 10.7% | 0.3%
CC1CCCN(C(=O)CN2C(=O)C(C)Oc3ccccc32)C1 (stereo unspecified) | 17.2% | 2.9 | -0.3% | -2.4% | -5.5% | 8.0% | 4.5% | 7.8% | 3.8%
CC(C)(C)CC(=O)Nc1ccc(Nc2ccccc2)cc1 | -11.5% | -61.7* | ? | 34.9% | -6.2% | 5.5% | -14.6% | -6.2% | -2.0%
O=C(c1ccc(Cl)cc1)C1CCCN(Cc2cccn2-c2ccccn2)C1 (stereo unspecified) | -17.3% | -80.4* | 5.6% | ? | -2.6% | -7.3% | 23.1µM* | 16.4µM* | 2.1%
COc1cccc(-c2cc(C(F)(F)F)nc(N3CCN(c4ccccc4)CC3)n2)c1 | ? | -4.6 | ? | -17.0% | 8.5% | 16.4µM* | 3.2% | ? | -2.1%
CCOc1cc(CNn2nnnc2N)cc(Cl)c1OCC(=O)NC(C)(C)C | 1.1% | 31.3 | 0.1% | -5.6% | 2.7% | -16.7% | -13.8% | -4.1% | -10.9%
Cc1ccc2c(c1)C(=O)C(=O)N2Cc1ccc(F)cc1 | ? | 67.7 | ? | -13.0% | -9.6% | ? | -7.1% | -5.8% | ?
Cc1cccnc1NC(=O)c1csnn1 | 1.9% | -22.5 | -6.5% | . | -2.6% | 3.4% | -0.4% | -2.9% | -4.0%
CC1Cc2cc(/C=C3/SC(N4CCC(C(N)=O)CC4)=NC3=O)ccc2O1 (stereo unspecified) | ? | . | -13.0% | -2.5% | 0.9% | -0.2% | ? | ? | 13µM*
COCC(=O)Nc1cc([N+](=O)[O-])ccc1OC | 8.1% | -10.3 | 3.7% | -9.0% | -7.7% | 25.6% | 17.1% | 0.6% | ?
Cc1c(C(=O)N2CCCC2)c(S(=O)(=O)Nc2ccccc2)c(C)n1C | -1.7% | 2.3 | -2.7% | 9.4% | 2.3% | 21.3% | 8.2% | 11.1% | 12.3%
Cc1nn(C(C)C(=O)N2CCN(c3ccccn3)CC2)c(=O)c2cc3occc3n12 (stereo unspecified) | 0.3% | -0.8 | -16.7% | -1.7% | 4.2% | -14.9% | -0.7% | -0.8% | -49.8%[inhibitor]
CCc1nc(SCC(=O)Nc2nc3c(s2)CCCC3)c2ccccc2n1 | ? | -85.7* | -181.5%[0.0737 µM] | -6.5% | -19.5% | -22.6% | -9.1% | -22.9% | ?
CN(Cc1ccco1)c1ncnc2ccc(-c3ccccc3Cl)cc12 | ? | . | 1.9% | -16.6% | . | -19.4% | . | . | -8.7%
Cc1ccc(C(=O)N/C(=C\c2cn(C)c3ccccc23)C(=O)OCCN(C)C)cc1 | 3.1% | -7.7 | 10.2% | -11.2% | 3.1% | -27.5% | -20.7% | -25.4% | -27.6%
COC(=O)C(Cc1ccccc1)NC(=O)CCNC(=O)c1ccc(Br)cc1 (stereo unspecified) | -3.3% | -9.5 | ? | 1.7% | 7.6% | -6.4% | -11.9% | 6.0% | -15.8%
COc1ccc(CN2CCN(C(=O)c3cccs3)CC2)cc1 | -16.1% | -87.0* | 10.5% | 4.9% | -23.4% | 20.6µM* | -1.3% | -3.6% | ?
CCn1cc([N+](=O)[O-])c(C(=O)N2CCCC2)n1 | 17.2% | 9.3 | 0.9% | 2.4% | 7.8% | 29.3% | -1.0% | 16.6% | -18.6%
O=C(CN1CCN(c2ccccc2O)CC1)Nc1ccc(S(=O)(=O)N2CCCCCC2)cc1 | -10.6% | -15.0 | ? | -15.3% | -1.4% | 0.0% | -20.7% | -3.1% | ?
Cc1cc(F)c(F)c(C(=O)N2CCC(C)CC2)c1Cl | 9.9% | 9.8 | 2.9% | 0.9% | -5.5% | 10.2% | 3.3% | 3.4% | -8.2%
NC(=O)CNc1n[nH]c(=S)[nH]c1=O | 12.1% | -1.8 | 3.7% | 20.2% | 0.3% | -3.2% | 24.1% | 12.6% | 6.2%
CCOC(=O)CNC(=O)c1cc(-c2ccc3c(c2)OCCO3)oc1C | 8.8% | 12.8 | 10.9% | 36.0% | -3.7% | -3.6% | -15.5% | -6.5% | -15.1%
Cc1cccc(OCCC(=O)Nc2ccc(Cl)cc2F)c1 | 1.0% | 3.9 | -3.0% | 4.5% | 14.1% | 10.9% | -7.3% | -8.8% | -1.5%
COc1cc(/C=N/Nc2nc(C)nc3c2cnn3-c2ccccc2)ccc1O | ? | -99.7* | ? | -7.0%[11.3 µM] | ? | 8.2µM* | ? | ? | 14.6µM*
Cc1ccc(S(=O)(=O)C2(C(=O)NC3CCCCC3)CC2)cc1 | 2.7% | 0.0 | -0.7% | 14.7% | 3.3% | -19.2% | 7.2% | 15.0% | -3.4%

Bioassay records (PubChem BioAssay)
